TMEM16A act – activates or potentiates the mouse TMEM16A chloride channel; HEK293 TMEM16A/YFP-H148Q/I152L, iodide quench fluorescence; hits give low values; B-score at 10 µM; hit rate 0.3% among 340,000; AID 623877;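 active means fluorescence-ratio B-score plate-corrected deviation score at least 3 library SD below zero, with starting fluorescence score within 5 deviations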;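 further: channel opened by trigger with iodide after compound preincubation; score built on the fluorescence ratio of max minus min over baseline; more negative score means more quench and so TMEM16A activation or potentiation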
Target sequence (Q8BHY3 whole entry, looked up): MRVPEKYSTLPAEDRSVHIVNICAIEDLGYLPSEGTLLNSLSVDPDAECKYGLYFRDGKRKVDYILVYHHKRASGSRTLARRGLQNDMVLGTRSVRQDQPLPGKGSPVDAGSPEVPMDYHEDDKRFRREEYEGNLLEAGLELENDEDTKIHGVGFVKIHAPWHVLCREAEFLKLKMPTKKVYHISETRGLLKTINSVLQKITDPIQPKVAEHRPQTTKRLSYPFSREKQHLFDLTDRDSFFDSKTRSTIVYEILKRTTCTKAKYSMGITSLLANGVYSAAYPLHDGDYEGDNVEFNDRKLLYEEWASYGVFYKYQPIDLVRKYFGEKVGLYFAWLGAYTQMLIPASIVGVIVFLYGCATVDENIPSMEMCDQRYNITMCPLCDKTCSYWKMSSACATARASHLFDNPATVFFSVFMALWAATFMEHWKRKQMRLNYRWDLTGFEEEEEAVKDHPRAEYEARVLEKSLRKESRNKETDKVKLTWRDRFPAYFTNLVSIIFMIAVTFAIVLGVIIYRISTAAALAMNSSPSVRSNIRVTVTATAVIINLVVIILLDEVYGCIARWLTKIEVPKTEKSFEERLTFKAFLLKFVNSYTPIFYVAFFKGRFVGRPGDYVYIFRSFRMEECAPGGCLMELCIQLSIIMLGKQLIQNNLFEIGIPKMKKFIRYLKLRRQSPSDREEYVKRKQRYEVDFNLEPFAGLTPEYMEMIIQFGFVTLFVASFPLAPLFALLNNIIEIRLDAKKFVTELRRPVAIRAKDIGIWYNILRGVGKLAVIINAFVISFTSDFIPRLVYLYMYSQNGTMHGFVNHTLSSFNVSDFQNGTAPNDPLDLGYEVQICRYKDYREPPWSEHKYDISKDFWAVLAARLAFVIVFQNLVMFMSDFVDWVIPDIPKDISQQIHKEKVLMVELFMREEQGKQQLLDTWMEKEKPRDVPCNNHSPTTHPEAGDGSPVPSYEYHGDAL
Calls only; i = inactive. The list is partial; the hit share may differ from the screen's.

SMILES	TMEM16A act
CCOC(CN=c1nc(N(C)C)ss1)OCC	i
Cc1c(Cl)cnc(NC(=O)COC(=O)[C@H](C)NC(=O)c2ccccc2)c1Cl	i
CCCn1c(SCC(=O)Nc2ccccc2Cl)nc(O)cc1=O	i
O=C(Nc1cccc(-c2nc3ncccc3o2)c1)c1ccc2c(c1)OCO2	i
c1ccc(Oc2ncnc3ccccc23)cc1	i
CCSC1=C(C#N)C(c2ccc(F)cc2)CC(=O)N1 (stereo unspecified)	i
O=[N+]([O-])c1cc([N+](=O)[O-])c(Oc2cccc3c2CCCC3)cc1NN1CCCCC1	i
CN(C)C(=O)CSc1nnc(-c2ccco2)n1-c1ccccc1	i
CCN(CC(=O)Nc1ccccc1C(F)(F)F)C(=O)c1ccc2c(c1)NC(=O)CS2	i
COc1ccc(N(CC(=O)NCc2cccs2)S(=O)(=O)c2cccc(C)c2)cc1	i
O=C(COC(=O)/C=C/c1ccccc1)NC1CCCCCC1	i
COc1ccccc1CNC(=O)c1ccc(S(=O)(=O)N(C)c2ccccc2)cc1	i
COc1ccc(NC(=O)CN2C(=O)c3ccccc3S2(=O)=O)cc1S(=O)(=O)N1CCOCC1	i
FC(F)(F)c1ccccc1NC(=S)N/N=C1\CC2CC=CC12 (stereo unspecified)	i
COC(=O)c1ccc(NCc2c(O)ccc(O)c2Br)cc1Cl	i
O=C(C=NNc1ccccc1)c1ccccc1	i
COc1ccc(NC(=O)COC(=O)CC2Sc3ccccc3NC2=O)cc1 (stereo unspecified)	i
CC(C)CNC(=O)CSc1ccc(S(=O)(=O)N(C)C2CCCCC2)cn1	i
OC(CC(O)c1ccccc1)c1ccccc1 (stereo unspecified)	i
CCCCn1c(N)c(N(CC)C(=O)C2COc3ccccc3O2)c(=O)[nH]c1=O (stereo unspecified)	i
CCCC1OC(c2cc3c(cc2Cl)OCO3)OCC1CC (stereo unspecified)	i
CCN1C[C@@H]2[C@@H]3C(=O)N(Cc4ccccc4)C(=O)[C@@H]3[C@](CC)(C1=O)N2C(=O)c1ccc(C(C)(C)C)cc1	i
CCCCC1CC(=O)NC1(C(=O)OCC)C(=O)OCC (stereo unspecified)	i
Cc1ccc(C(=O)C(C)OC(=O)C2CCN(c3ccc(C(F)(F)F)cn3)CC2)cc1 (stereo unspecified)	i
COc1ccccc1C(C)NC(=O)c1ccc(NC(=O)CC2SC(N3CCCC3)=NC2=O)cc1 (stereo unspecified)	i
CCOC(=O)C1=CN(Cc2cccc(F)c2)S(=O)(=O)N(C)C1c1ccccc1 (stereo unspecified)	i
COc1ccc2cc(C3=CC(=O)CCC3)ccc2c1	i
CN(C)Cc1cccc(-c2ccccc2)c1O	i
CCOc1cc(N2CCOCC2)c(OCC)cc1NC(=O)c1c(C)noc1C	i
O=C(CCOc1ccccc1)Nc1ccc(S(=O)(=O)Nc2ncccn2)cc1	i
CCc1c(N)nc(N)nc1Nc1ccccc1C	i
O=C(CCNC(=O)c1ccc(Cl)cc1)NCc1ccccc1Cl	i
O=S(=O)(Cc1ccc(Cl)cc1)Oc1ccc(Cl)cc1	i
Cc1cc(-c2nc3cc(F)ccc3s2)ccc1N	i
CCOc1cc(C=NNC(=O)CCCC(=O)NN=Cc2ccc(O)c(OCC)c2)ccc1O	i
CC(=NNC(N)=O)C1=C(O)C(C(C)C)NC1=O (stereo unspecified)	i
Clc1nssc1=Nc1ccccc1	i
CCN=C1NN=C(c2cc(C)n(CCc3ccccc3)c2C)CS1	i
Cc1ccc(C(C)C)cc1OCC(=O)Nc1ccc(-n2cnnn2)cc1	i
Cc1ccc(S(=O)(=O)N2CCN(S(=O)(=O)c3ccccc3Br)C2=O)cc1	i
O=C(O)C1(O)C[C@@H](O)C(O)[C@H](O)C1 (stereo partly specified)	i
CC(=O)c1ccc(OCCCC(=O)Nc2ccc(Cl)c(S(=O)(=O)N3CCOCC3)c2)cc1	i
COc1cc(/C=C/C(=O)OCC(=O)c2ccc(S(=O)(=O)N3CCCCC3)cc2)cc(OC)c1OC	i
ON=C1c2ccccc2-c2ccc(F)cc21	i
Cc1ccccc1NC(=O)Cc1nc(COC(=O)c2ccc(S(C)(=O)=O)c([N+](=O)[O-])c2)cs1	i
CCN(CC)Cc1cc(C(C)(C)C)cc(N2CCOCC2)c1O	i
COc1cc(CCC(=O)Nc2ccc(S(=O)(=O)N3CCCC3)cc2)cc(OC)c1OC	i
Cc1ccccc1C(C)NC(=O)COC(=O)Cn1cc(C(F)(F)F)ccc1=O (stereo unspecified)	i
O=C(COc1ccc([N+](=O)[O-])cc1)NC(=O)NC1CCS(=O)(=O)C1 (stereo unspecified)	i
O=C(c1ccccc1)c1ccc[nH]1	i
O=c1[nH]c(=O)c2[nH]c(=O)n(-c3ccccc3)c2[nH]1	i
O=C(c1ccc2nc[nH]c2c1)N1CCN(S(=O)(=O)c2cccc(Cl)c2)CC1	i
O=C(COC(=O)C1CCN(S(=O)(=O)c2cccs2)CC1)Nc1ccc(F)c(F)c1F	i
CCOc1cccc2sc(NN)nc12	i
COc1ccc2ccc3ccc(OC)c(OC(C)=O)c3c2c1	i
O=C(CN1CCCCC1)Nc1ccccc1C(=O)NC1CC1	i
Cn1cnc2c(cnn2C)c1=O	i
CN(NS(=O)(=O)c1ccccc1)C(=O)c1ccccc1	i
CC(C)c1ccc(S(=O)(=O)N2CCN(C(=O)c3cccc(S(=O)(=O)N4CCOCC4)c3)CC2)cc1	i
CCCCN(C(=O)c1cc(S(=O)(=O)N2CCCCC2)ccc1Cl)c1c(N)n(CCC)c(=O)[nH]c1=O	i

Other results:
SMILES	TMEM16A act
CCSC(=O)N=Nc1ccc(O)cc1	i
Cc1ccc(-n2nnnc2SCC(=O)NCC2(N3CCOCC3)CCCCC2)cc1	i
O=S(=O)(c1ccccc1)N1CCCCC1CCc1ccccc1 (stereo unspecified)	i
CCOc1ccc(S(=O)(=O)N2CCN(C(=O)c3cc(C4CC4)nn3-c3ccccc3)CC2)cc1	i
Nc1cc2c(cc1Cl)-c1ccc([N+](=O)[O-])cc1C2=NO	i
O=C(CNC(=O)c1cc(-c2ccccc2)nn1-c1ccccc1)Nc1ccccc1Br	i
Cc1ccc(NC(=O)CSCC(=O)Nc2ccc(N3CCOCC3)cc2N2CCOCC2)cc1	i
COc1ccc(-c2ccc(-c3cc(=O)oc4cc(OC)c(OC)c(OC)c34)cc2)cc1F	i
CCN1C[C@@H]2[C@@H]3C(=O)N(Cc4ccccc4)C(=O)[C@@H]3[C@](CC)(C(=O)OC)N2C1=NC1CCCCC1	i
Cn1cnc2c(SCc3ccccc3)ncnc21	i
COc1ccc(S(=O)(=O)N2CCOCC2)cc1NC(=O)/C=C/c1ccc(F)cc1	i
COc1ccccc1/C=N/n1c(N)c(C(=O)NC2CCCCC2)c2nc3ccccc3nc21	i

Arranged by number of heavy atoms (ascending): part of the list above.
SMILES	TMEM16A act
Cn1cnc2c(cnn2C)c1=O	i
O=C(c1ccccc1)c1ccc[nH]1	i
CCOc1cccc2sc(NN)nc12	i
Cn1cnc2c(SCc3ccccc3)ncnc21	i
CN(NS(=O)(=O)c1ccccc1)C(=O)c1ccccc1	i
O=C(CN1CCCCC1)Nc1ccccc1C(=O)NC1CC1	i
O=S(=O)(c1ccccc1)N1CCCCC1CCc1ccccc1 (stereo unspecified)	i
O=C(COc1ccc([N+](=O)[O-])cc1)NC(=O)NC1CCS(=O)(=O)C1 (stereo unspecified)	i
O=C(c1ccc2nc[nH]c2c1)N1CCN(S(=O)(=O)c2cccc(Cl)c2)CC1	i
Cc1ccccc1C(C)NC(=O)COC(=O)Cn1cc(C(F)(F)F)ccc1=O (stereo unspecified)	i
COc1ccc(S(=O)(=O)N2CCOCC2)cc1NC(=O)/C=C/c1ccc(F)cc1	i
Cc1ccc(-n2nnnc2SCC(=O)NCC2(N3CCOCC3)CCCCC2)cc1	i
COc1cc(CCC(=O)Nc2ccc(S(=O)(=O)N3CCCC3)cc2)cc(OC)c1OC	i
COc1ccc(-c2ccc(-c3cc(=O)oc4cc(OC)c(OC)c(OC)c34)cc2)cc1F	i
COc1ccccc1/C=N/n1c(N)c(C(=O)NC2CCCCC2)c2nc3ccccc3nc21	i
Cc1ccc(NC(=O)CSCC(=O)Nc2ccc(N3CCOCC3)cc2N2CCOCC2)cc1	i
CC(C)c1ccc(S(=O)(=O)N2CCN(C(=O)c3cccc(S(=O)(=O)N4CCOCC4)c3)CC2)cc1	i

Carrying on:
SMILES	TMEM16A act
O=C(OCC12CC3CC(CC(C3)C1)C2)c1ccc(NCc2cc(O)ccc2O)cc1	i
CN(Cc1ccccc1F)C(=O)c1cccc(NC(=O)CC2SC(N3CCCCC3)=NC2=O)c1 (stereo unspecified)	i
COc1ccccc1OCC(=O)N1CCN(S(=O)(=O)c2ccc(Cl)cc2)CC1	i
O=C(CC(CC(=O)c1ccccc1)c1ccccn1)c1ccccc1	i
COc1ccc2c(CC(=O)OCC(=O)Nc3cccc(C)c3)coc2c1	i
O=C1OC(c2ccc(O)cc2)(c2ccccc2O)c2ccccc21 (stereo unspecified)	i
Cc1ccc(NC(=O)Cn2nc(C(=O)O)c3ccccc3c2=O)cc1S(=O)(=O)N1CCCCCC1	i
O=C(Cc1ccccc1)c1ccc(N2CCOCC2)cc1	i
CCOC(=O)/C=C1/SCC(=O)N1CC(=O)NC12CC3CC(CC(C3)C1)C2	i
O=C(Nc1ccc(N2CCOCC2)cc1)C1=NN(c2ccccc2)C(=O)CC1	i
COc1cc(CC(=O)OCC(=O)NC2CCCC2)cc(OC)c1OC	i
O=C1CCCC(NCCCCCCNC2=C([N+](=O)[O-])C(=O)CCC2)=C1[N+](=O)[O-]	i
Nc1cccc2[nH]c(=O)c3ccccc3c12	i
O=C(Nc1ccccc1)C(Cc1ccccc1)c1ccccc1 (stereo unspecified)	i
Nc1cc(S(=O)(=O)O)cc2ccc(S(=O)(=O)O)cc12	i
O=C(CCNS(=O)(=O)c1ccc(Br)s1)N1CCN(c2ccccc2)CC1	i
CN(CC(=O)Nc1cccc(F)c1)C(=O)c1ccccc1-n1cnnn1	i
Cc1nnc(NC(=O)c2ccc(N3CCCC3=O)cc2)s1	i
CCN1C[C@@H]2[C@@H]3C(=O)N(Cc4ccccc4)C(=O)[C@@H]3[C@](Cc3ccccc3)(C1=O)N2C(=O)c1ccc(Cl)cc1	i
CN(C)c1ccc(/C=C/c2ccncc2)cc1	i
Cc1ccc(C2(c3ccccc3)NC(=O)N(CC(=O)NCc3ccccc3)C2=O)cc1C (stereo unspecified)	i
CC(=O)OCC1=C(C(=O)OC(C)(C)C)N2C(=O)[C@@H](NC(=O)Cc3ccccc3)[C@H]2SC1	i
CCCCn1c(N)c(N(CCOC)C(=O)CC2CCCCC2)c(=O)[nH]c1=O	i
CC(C)(C)N(Cc1ccccc1)C(=O)COC(=O)CCN1C(=O)C2CC=CCC2C1=O (stereo unspecified)	i
Cc1cc2oc(=O)cc(-c3ccccc3)c2c(C)c1-c1ccc(O)cc1	i
COc1ccc(CSc2nnc(NC(C)=O)s2)cc1[N+](=O)[O-]	i
COCCNc1nnc(SCC(=O)NC(=O)c2ccc(Cl)cc2)s1	i
CN1C[C@@H]2[C@@H]3C(=O)N(C)C(=O)[C@@H]3[C@](Cc3ccccc3)(C1=O)N2C(=O)c1ccc(Cl)cc1	i

Ordered by molar mass (rising): some entries from above.
SMILES	TMEM16A act
CCCCn1c(N)c(N(CCOC)C(=O)CC2CCCCC2)c(=O)[nH]c1=O	i
COCCNc1nnc(SCC(=O)NC(=O)c2ccc(Cl)cc2)s1	i
CN1C[C@@H]2[C@@H]3C(=O)N(C)C(=O)[C@@H]3[C@](Cc3ccccc3)(C1=O)N2C(=O)c1ccc(Cl)cc1	i

Source: PubChem
